From PubChem BioAssay
UHRF1 MBD2 ctr = blocks human UHRF1 binding to methylated DNA; Q96T88; UHRF1 binding to methylated oligo, TR-FRET; inhibition, % at 4.4 µM; 370,000 tested, 0.75% active; AID 687016; in the data active = inhibition above about 21%;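 also: UHRF1 SRA domain binding a hemimethylated CpG hairpin DNA probe; 0% = median of test compound wells and 100% = reference inhibitor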
NPR1 activator = GC-A (human) enzyme activation; P16066; HEK293 GC-A cells, cGMP TR-FRET, EC30 ANP; 0% at EC30 ANP, 100% saturating ANP; activation, % at 10 µM; 370,000 tested, 0.14% active; in the data active = activation above about 40%
TCR CD3 inh = blocks the human TCR-CD3 interaction; TAMRA-labeled TCR probe fluorescence, biochemical; inhibition, % at 9.4 µM; 360,000 tested, 0.37% active; AID 651800; in the data active = inhibition above about 19%;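 also: recombinant mutant TCR 2C K166C tagged with TAMRA read by polarization; 0% = receptor in buffer alone and 100% = receptor with positive control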
NPR2 activator = GC-B (human) receptor activation. P20594. HEK293-GC-B cells, CNP EC30, cGMP TR-FRET; 0% at EC30 CNP, 100% saturating CNP. activation, % at 10 µM. 370,000 tested, 0.11% active. AID 1920062;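 active = activation at 10 µM reaching about 35% in either raw or pattern-adjusted values, limit read from the data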
Target sequence (P20594 whole entry, looked up): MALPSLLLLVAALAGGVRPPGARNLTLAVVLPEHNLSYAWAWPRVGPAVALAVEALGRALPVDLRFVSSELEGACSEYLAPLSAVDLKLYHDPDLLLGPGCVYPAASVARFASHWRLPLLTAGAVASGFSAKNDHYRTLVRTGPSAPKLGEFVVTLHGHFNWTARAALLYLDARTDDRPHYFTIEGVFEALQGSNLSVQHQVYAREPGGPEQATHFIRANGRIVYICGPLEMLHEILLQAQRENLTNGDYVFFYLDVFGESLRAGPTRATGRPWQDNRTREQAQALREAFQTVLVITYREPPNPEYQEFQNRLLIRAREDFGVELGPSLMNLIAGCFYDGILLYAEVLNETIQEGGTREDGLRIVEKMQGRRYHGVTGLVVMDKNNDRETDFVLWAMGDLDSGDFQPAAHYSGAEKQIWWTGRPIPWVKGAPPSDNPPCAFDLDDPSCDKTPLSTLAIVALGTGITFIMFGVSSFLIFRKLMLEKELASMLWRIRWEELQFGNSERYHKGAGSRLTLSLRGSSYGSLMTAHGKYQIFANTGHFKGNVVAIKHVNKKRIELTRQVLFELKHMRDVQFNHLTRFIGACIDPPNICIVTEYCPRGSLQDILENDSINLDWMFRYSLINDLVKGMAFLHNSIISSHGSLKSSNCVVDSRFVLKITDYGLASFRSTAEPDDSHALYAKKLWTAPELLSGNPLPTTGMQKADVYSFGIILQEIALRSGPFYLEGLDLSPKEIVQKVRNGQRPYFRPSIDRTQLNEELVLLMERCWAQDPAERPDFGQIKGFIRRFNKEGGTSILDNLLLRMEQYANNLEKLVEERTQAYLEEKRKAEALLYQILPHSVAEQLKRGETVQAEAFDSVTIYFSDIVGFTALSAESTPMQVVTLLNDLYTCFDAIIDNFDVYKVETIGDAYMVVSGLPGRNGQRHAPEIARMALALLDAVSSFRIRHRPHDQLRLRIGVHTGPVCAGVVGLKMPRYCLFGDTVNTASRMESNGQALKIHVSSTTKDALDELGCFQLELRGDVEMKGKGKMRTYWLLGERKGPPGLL
PRMT1 FP inh = PRMT1 (human) inhibition, primary screen | Q99873 | recombinant PRMT1, activity-based probe fluorescence polarization | inhibition, % at 2.79 µM | 370,000 tested, 1.3% active;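 active = inhibition above about 21% made by adding two undisclosed values, limit read from the data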
SIAE inh = blocks human sialic acid acetylesterase; inhibition, % at 9.66 µM; SIAE FP-Rh probe binding, fluorescence polarization; 370,000 tested, 0.69% active; Q9HAT2;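 active = inhibition above a cutoff: mean of compounds within the control limits plus 3 SD of those, cut at about 17% in these data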;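 also: 0% = plate median of compound wells and 100% = probe without SIAE protein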
ABHD4 inh = inhibitors of mouse ABHD4; Q8VD66; purified mABHD4, FP-Rh probe fluorescence polarization; inhibition, % at 8.92 µM; 370,000 tested, 0.54% active; AID 720543;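 active = inhibition exceeding the mean over every tested compound plus 3 SD, cut at about 30% in these data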;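 also: 0% = plate median of compound wells and 100% = S159A mutant with DMSO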
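system = mouse ABHD4 enzyme, wild type | medium = HEPES pH 7.0, NaCl, Pluronic buffer | also added = FP-Rh probe | incubation = Enzyme–compound pre-incubation 45 min, then probe 60 min, both 25 °C | technique = fluorescence polarization, excitation 525 nm, emission 598 nm, BODIPY TMR filters | controls = S159A mutant high control, sample median low control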
HTRA1 inh = blocks human HTRA1 serine peptidase | Q92743 | recombinant HTRA1, FP-rhodamine activity-based probe, fluorescence polarization | inhibition, % at 5.96 µM | 340,000 tested, 0.5% active | AID 504803; in the data active = inhibition above about 36%;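 also: 0% = enzyme with DMSO and 100% = wells lacking enzyme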
rCAG binder = binds r(CAG) RNA repeats. r(CAG) RNA repeat, TO-PRO-1 dye displacement fluorescence. inhibition, % at 3 µM. 370,000 tested, 1.3% active;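 active = inhibition above the plate cutoff, the mean of all test compounds on that plate plus 3 SD, cut at about 35% in these data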;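 also: 0% = DMSO alone and 100% = 100 µM mitoxantrone as full dye displacement; higher means more dye released from RNA so lower well fluorescence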
MBD2 inh = MBD2-methylated oligo binding inhibition; Q9UBB5; TR-FRET, MBD2 binding to methylated oligonucleotide; inhibition, % at 4.4 µM; 370,000 tested, 0.31% active; AID 686964; in the data active = inhibition above about 13%
An asterisk follows results filed as active; . = not tested or not shown; & = joins results of further samples. An excerpt. The share of hits here may be higher or lower than overall.

Values run as follows: NPR2 activator, PRMT1 FP inh, MBD2 inh, ABHD4 inh, SIAE inh, UHRF1 MBD2 ctr, HTRA1 inh, rCAG binder, TCR CD3 inh, NPR1 activator
> Cc1cc(C(=O)CC#N)c(C)n1-c1ccc(OC(F)F)cc1
    -4.3, -4.0, -2.1, -10.7, -4.4, 0.9, -1.9, 7.3, 3.4, 2.6
> O=C(/C=C/c1ccc(-c2ccccc2[N+](=O)[O-])o1)c1ccco1
    -2.2, 4.0, 14.4*, 17.6, -10.8, 34.1*, -7.6, 15.2, 6.7, -6.6
> CCn1c(CSCc2ccccc2)n[nH]c1=S
    -1.8, 2.5, -2.8, 1.5, 3.0, 1.9, 11.8, -1.9, 7.2, -4.0
> O=C(O)c1cc(C(=O)C2CCCCC2)c[nH]1
    3.0, 4.4, 1.4, -1.6, -6.8, 3.7, 3.2, 2.9, 1.9, 2.9
> O=C(NCc1ccco1)C1CCN(C(=O)c2ccc([N+](=O)[O-])cc2)CC1
    2.5, -3.4, 0.0, -4.3, 0.2, -2.0, -1.4, 3.0, 3.5, 2.1
> CCN(CC)c1nc(N)c(C#N)c(CC#N)c1C#N
    7.6, 0.5, 3.6, 1.6, -5.1, -2.4, -4.7, 0.3, -0.5, 10.3
> Cc1nnc(SCC(=O)NC2CCCC2)n1C(C)C
    0.6, 0.1, 0.0, -4.2, 6.8, 2.3, -3.9, -1.6, -5.0, 1.4
> OC(CNCc1ccc(Cl)cc1)C(F)(F)F (stereo unspecified)
    -1.2, 4.3, 2.7, -4.9, -4.0, -0.1, -13.8, -0.5, 3.8, -0.5
> Cc1ccc(NC(=O)CSCC(=O)N(C)CC(=O)Nc2ccccc2C(F)(F)F)cc1
    4.9, -3.1, 2.4, 5.8, -2.4, 5.0, 1.8, -5.0, 5.7, -2.5
> CN(C)CCNc1cccc2sc3ccc(O)cc3c(=O)c12
    3.2, 7.7, 4.2, 30.9*, 4.6, -5.8, ., 7.2, 3.1, 0.2
> CCC1SC(=Nc2cccc(C)c2)NC1=O (stereo unspecified)
    -1.2, -1.1, 4.6, -4.2, 0.0, -2.0, 4.5, -1.6, 1.3, 0.8
> O=C(CSc1nccn1Cc1ccco1)Nc1ccccc1C(F)(F)F
    -2.2, 1.5, 2.5, -4.0, 1.4, 1.3, 2.3, -1.5, 0.4, -0.8
> CCS(=O)(=O)c1ncc(Cl)c(C(=O)Nc2ccc(S(=O)(=O)N3CCC(C)CC3)cc2)n1
    30.8, 31.2*, 5.2, -12.7, -3.8, 3.8, -84.4, 13.1, 0.4, 40.9*
> CC(=O)Nc1ccc(SC[C@H](Cc2ccccc2)N2CCN(CC(C)C)CCC2=O)cc1
    3.2, 19.3, -0.4, -0.7, -7.6, 0.3, -7.6, -6.8, -5.6, -0.7
> C[C@H](NC(=O)C1CCC(CNC(=O)[C@@H]2CCCN2C(=O)OC(C)(C)C)CC1)C(=O)O (stereo partly specified)
    -3.8, -1.1, 0.8, 0.4, 4.7, 0.5, 1.5, 1.9, -2.3, 3.8
> CC(C)[C@H](NC(=O)c1ccccc1)C(=O)OCC(=O)/C=C1/N(C)c2ccccc2C1(C)C
    -1.7, 4.2, 1.6, -8.0, -4.5, -0.1, -5.8, -4.9, -6.3, 6.2
> Cc1ccc(NC(=O)CSc2nc3ccccc3c(=O)n2CCCC(=O)NCC2CCCO2)cc1 (stereo unspecified)
    -1.1, 2.3, -3.3, 5.1, 2.4, 0.3, 5.8, -2.1, 1.9, -5.0
> Cc1cccc(NC(=O)c2cc3ccccc3nc2C)c1
    -0.7, 2.5, 4.4, -3.8, -13.3, -2.2, -3.5, 4.0, 3.8, 1.4
> COc1ccc(CNC(=O)c2ccc(CN3CCOCC3)cc2)cc1
    -0.2, 1.6, 4.0, -0.9, 10.4, 2.5, 2.4, -3.4, -0.9, 1.4
> COC(=O)[C@]12C[C@H](CC(=O)N3CCN(C(=O)C4CC4)CC3)C(=O)N(Cc3ccco3)C1=C[C@H](C(C)C)O[C@@H]2C1CC1
    -5.0, 2.7, 5.5, 2.0, 0.7, 5.5, ., 2.5, ., 4.4
> CNC(=O)C1CC(=O)N(c2ccc(F)c(Cl)c2)C1 (stereo unspecified)
    5.8, -0.2, 0.5, 1.0, 6.6, -0.2, 3.1, 0.1, 1.1, 3.9
> CC1C2NC(=O)N(Cc3ccccc3)C1(C)Oc1ccccc12 (stereo unspecified)
    -4.5, -8.6, -4.3, -4.1, 1.1, -1.4, -2.4, -2.6, 2.9, 2.5
> CCc1ccccc1NC(=O)CSc1nc2[nH]c(=O)cc(O)c2s1
    -1.3, 4.4, 1.2, 6.8, 1.9, -2.7, -11.3, 9.0, -1.8, -0.1
> COc1cccc(C2C(C(=O)c3ccc(C)o3)=C(O)C(=O)N2CCN2CCOCC2)c1OC (stereo unspecified)
    4.3, 0.8, -5.0, 3.7, 2.1, -5.0, 4.6, 3.6, -2.6, 5.8
> O=C(Nc1ccccc1C(=O)Nc1ccccn1)c1ccccc1F
    -0.1, -0.6, 2.8, -4.3, 2.9, -2.4, -2.5, -4.9, -8.4, 0.6
> Cc1c(C(=O)N/N=C/C(C)C)[nH]c2ccc([N+](=O)[O-])cc12
    8.2, 1.5, 3.6, 3.1, -10.2, -3.7, -23.8, 18.4, -3.9, 3.0
> O=C(CN1CCOCC1)N/N=C/c1c(O)ccc2ccccc12
    -9.7, -5.2, -8.5, 3.6, -2.1, -6.9, 12.8, -2.6, -0.8, 0.1
> COc1cc(/C=N/NC(=O)c2ccncc2)ccc1OC(=O)c1ccc([N+](=O)[O-])cc1
    1.6, -0.6, -2.4, -0.8, 2.2, 1.4, 5.6, 0.6, -2.1, 3.6
> COc1ccc(CNCCS(=O)(=O)NC2CCCCC2)cc1
    4.2, -0.6, -7.6, 1.8, 5.8, -1.3, 8.1, -3.0, -1.9, -0.8
> CN(C(=O)c1ccccc1)c1ccccc1C(=O)NCCc1ccccc1
    0.3, -0.8, 0.5, -1.5, -0.6, 0.3, 1.4, -4.9, 0.9, 1.8
> CS(=O)(=O)Oc1ccc(Br)cc1/C=C1/N=C(c2ccco2)OC1=O
    -1.6, 1.1, -2.7, -0.4, 11.8, -0.8, 8.0, 3.7, 2.8, 0.4
> COc1ccc(-n2nc(C(=O)Nc3ccc4c(c3)OCO4)c3ccccc3c2=O)cc1
    2.5, 3.2, 0.6, 1.2, -10.1, 2.2, -3.5, 2.2, 0.7, -3.1
> COc1cccc(CNC(=O)CNC(=S)N(Cc2ccccc2)Cc2ccccc2F)c1
    -6.4, -4.0, -1.3, -6.8, 2.9, -0.9, -40.2, -2.9, 4.3, 1.9
> COC(=O)CC(NC(=O)c1cccs1)c1ccc(OC)c(OC)c1 (stereo unspecified)
    1.1, 1.1, 2.8, 2.0, -0.9, -1.6, 0.8, -2.7, -0.9, 3.0
> O=C(COC(=O)c1ccc(F)cc1)NCC1COc2ccccc2O1 (stereo unspecified)
    1.4, -0.5, -5.0, -5.5, 0.1, -0.9, 4.8, 0.1, 6.9, -2.0
> Nc1nonc1C(=O)OCC(=O)N1CCCCC1
    9.9, -1.3, 5.2, 7.7, -4.1, 11.0, 8.6, -1.0, 1.4, 0.6
> CC(OC(=O)C1CC(=O)N(Cc2ccccc2)C1)C(=O)Nc1ccc(F)cc1Cl (stereo unspecified)
    7.8, 0.1, 3.1, 0.5, 5.4, 2.3, 0.9, -11.1, -1.6, 0.7
> CN1C(C(=O)NCC2CC2)CC2Cn3c(nc4cc(Cl)c(Cl)cc43)C21 (stereo unspecified)
    -5.3, -1.2, -2.3, -2.3, -0.1, 1.1, 4.5, -3.1, 3.7, 3.0
> O=C(COc1ccc2ccc(=O)oc2c1)NCCc1c[nH]c2ccc(F)cc12
    -2.5, -0.3, 3.1, -3.1, 2.3, 0.1, -4.4, 0.9, -1.2, -8.9
> CC1(C(=O)NS(=O)(=O)c2cccs2)CCN1C(=O)c1ccccc1 (stereo unspecified)
    3.2, -0.5, -1.7, -3.7, 0.0, 2.5, ., 1.4, -12.2, 3.0
> CN(C)CCCN(C(=O)CCc1ccccc1)c1nc2ccc(Br)cc2s1
    -19.2, 6.2, 2.3, 16.4, 1.4, -1.0, 6.9, 1.8, 0.0, -28.9
> O=C(c1cc(-c2ccccn2)nc2c(Cl)cccc12)N1CCN(C(=O)C2CCCO2)CC1 (stereo unspecified)
    2.1, 2.7, -4.1, -4.0, 5.1, -0.1, -2.1, -1.4, -2.4, 4.4
> Cc1ccc(NS(=O)(=O)c2ccc(NC(=O)C3CC3)cc2)cc1C
    3.2, 5.0, 5.4, -6.2, -5.8, -1.2, -10.1, 2.1, -3.1, 0.5
> COC(=O)CCS(=O)(=O)c1ccc(Cl)cc1
    -10.2, -0.7, -1.4, -5.0, -0.2, -0.7, 2.3, 1.2, 2.3, -0.6
> CSc1ccccc1-n1nnnc1SCC(=O)Nc1cc(C)ccc1C
    0.5, -1.7, -0.1, -10.9, -4.7, -1.5, -17.8, -2.4, -2.8, 4.7
> CN1C2CCC1CC(OC(=O)c1c[nH]c3ccccc13)C2 (stereo unspecified)
    -7.1&1.2, 6.2&-3.1, 6.2&1.5, -10.5&-2.3, 6.4&-0.5, 6.2&0.1, 4.0&-5.3, 2.0&-0.2, -5.2&-0.6, -1.5&0.1
> COc1ccc(CC(=O)Nc2ccc(N3CCN(c4ccc(OC)cc4)CC3)c(C#N)c2)cc1
    3.4, 0.9, -1.2, -1.8, 2.5, -1.1, 5.7, 8.8, 2.4, -4.8

Full records as entered above. Values in the order: NPR2 activator | PRMT1 FP inh | MBD2 inh | ABHD4 inh | SIAE inh | UHRF1 MBD2 ctr | HTRA1 inh | rCAG binder | TCR CD3 inh | NPR1 activator
`COc1ccc(CC(=O)Nc2ccc(N3CCN(c4ccc(OC)cc4)CC3)c(C#N)c2)cc1` across the screens: 3.4 | 0.9 | -1.2 | -1.8 | 2.5 | -1.1 | 5.7 | 8.8 | 2.4 | -4.8
`COc1cccc(CNC(=O)CNC(=S)N(Cc2ccccc2)Cc2ccccc2F)c1` across the screens: -6.4 | -4.0 | -1.3 | -6.8 | 2.9 | -0.9 | -40.2 | -2.9 | 4.3 | 1.9
`CN1C2CCC1CC(OC(=O)c1c[nH]c3ccccc13)C2` (stereo unspecified) across the screens: -7.1&1.2 | 6.2&-3.1 | 6.2&1.5 | -10.5&-2.3 | 6.4&-0.5 | 6.2&0.1 | 4.0&-5.3 | 2.0&-0.2 | -5.2&-0.6 | -1.5&0.1
